Compound activity as filed in PubChem BioAssay.
SENP6 inh: SENP6 protease inhibitors, primary screen, biochemical, luminescence, uHTS; AID 2599, 2010; 1.8% of 330,000 active; Recombinant SENP6 catalytic domain, aminoluciferin luminescence; inhibition, % at 10 µM;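 active means inhibition above about 50% at the single tested dose, limit read from the data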;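 further: plate controls were DMSO wells with enzyme for no effect and DMSO wells lacking enzyme for full effect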
MPTP block: mitochondrial permeability transition pore inhibitors, primary screen, biochemical, isolated mouse mitochondria, absorbance; Ca2+ swelling absorbance, 30 min; AID 602449, 2012; inhibition, % at 10 µM; 1.4% of 360,000 active;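 active means inhibition of 50% or more, scaled per plate between neutral and stimulator controls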;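 further: 0% = DMSO wells given calcium and 100% = 1 mM EGTA wells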
SENP7 inh: SENP7 protease inhibitors, primary screen, biochemical, luminescence, uHTS; Sentrin-specific protease 7 (Homo sapiens), Q9BQF6; recombinant SENP7, Z-RLRGG-aminoluciferin luminescence, 40 min; inhibition, % at 5 µM; 1.5% of 330,000 active; AID 434973, 2010;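 active means inhibition above about 50% at the single test dose, limit read from the data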;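 further: plate controls were DMSO with enzyme for no effect and no enzyme buffer wells for full effect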
NR3A LBD binder: binders of NR3A ligand-binding domain, primary screen, biophysical, differential scanning fluorimetry, uHTS | Glutamate receptor ionotropic, NMDA 3A (GRIN3A) ligand-binding domain | NR3A LBD differential scanning fluorimetry, Tm shift; 0% = protein alone, 100% = glycine-bound protein | Tm shift relative to glycine control, % at 25 µM | 2.5% of 340,000 active | AID 1259313, 2017;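 active means melting temperature shift of at least 10% of the positive control shift, at one fixed dose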
SENP8 inh: human SENP8 protease inhibitors, primary screen, biochemical, fluorescence, Nedd8 protein substrate, uHTS | AID 602440, 2012 | Sentrin-specific protease 8 (Homo sapiens), Q96LD8 | 0.64% of 360,000 active | inhibition, % at 20 µM | recombinant SENP8; in the data active means inhibition mostly above about 40%, no sharp cut-off; inactive means mostly below about 27%
HKDC1 inhibitor: HKDC1 hexokinase inhibitors, primary screen, biochemical, fluorescence, uHTS | Q2TB90 | recombinant HKDC1, G6PDH/diaphorase resazurin coupled fluorescence | inhibition, % at 20 µM | 0.16% of 340,000 active;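 active means inhibition above about 35% when tested at 20 µM, limit read from the data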;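 further: plate controls were DMSO wells with enzyme for no effect and DMSO wells lacking enzyme for full effect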
Target sequence (Q2TB90 whole entry, looked up): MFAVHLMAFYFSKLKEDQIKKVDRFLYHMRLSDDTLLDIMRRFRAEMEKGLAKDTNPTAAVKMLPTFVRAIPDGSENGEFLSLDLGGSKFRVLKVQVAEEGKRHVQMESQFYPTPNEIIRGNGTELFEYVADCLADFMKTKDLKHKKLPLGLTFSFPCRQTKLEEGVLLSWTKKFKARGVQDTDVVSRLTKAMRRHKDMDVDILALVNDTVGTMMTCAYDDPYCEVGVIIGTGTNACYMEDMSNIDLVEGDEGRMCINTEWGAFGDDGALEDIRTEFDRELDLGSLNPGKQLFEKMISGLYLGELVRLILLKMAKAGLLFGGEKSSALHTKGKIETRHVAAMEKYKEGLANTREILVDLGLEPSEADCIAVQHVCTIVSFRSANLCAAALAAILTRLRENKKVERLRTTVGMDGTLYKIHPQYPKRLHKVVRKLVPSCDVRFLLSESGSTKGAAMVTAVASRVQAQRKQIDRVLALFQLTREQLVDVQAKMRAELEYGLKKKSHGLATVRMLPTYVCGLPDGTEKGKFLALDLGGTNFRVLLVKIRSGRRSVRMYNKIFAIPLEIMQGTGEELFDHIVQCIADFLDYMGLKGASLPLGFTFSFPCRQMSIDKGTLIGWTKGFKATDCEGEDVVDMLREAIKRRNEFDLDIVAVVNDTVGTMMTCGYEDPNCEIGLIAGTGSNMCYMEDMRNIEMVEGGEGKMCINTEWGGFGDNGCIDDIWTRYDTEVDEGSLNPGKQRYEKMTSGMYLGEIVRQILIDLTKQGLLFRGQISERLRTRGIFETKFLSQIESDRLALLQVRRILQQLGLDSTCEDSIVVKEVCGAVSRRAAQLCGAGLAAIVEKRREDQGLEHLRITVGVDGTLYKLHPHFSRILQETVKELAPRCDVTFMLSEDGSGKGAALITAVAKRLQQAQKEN
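Incubation: 90 min at room temperature in dark / Material: recombinant HKDC1 (HK5) hexokinase enzyme, produced in-house / Quantity: enzyme 5 µg/mL final / Compound: one dose of 20 µM, 1% DMSO / Reagent: glucose and ATP substrates / Buffer or medium: Tris pH 8.0 buffer with MgCl2, Tween-20, BSA, BME / Technique: resorufin fluorescence at 613 nm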
ATG4B inhibitor: ATG4B protease inhibitors, primary screen, biochemical, fluorescence, uHTS; ATG4B cleavage of LC3-PLA2, NBD-HPC fluorescence, 1 h; Cysteine protease ATG4B (Homo sapiens), Q9Y4P1; 0.51% of 340,000 active; inhibition, % at 8.33 µM; AID 504462, 2011; in the data active means inhibition above about 40%
PfG6PD inh: PfG6PD enzyme inhibitors, primary screen, biochemical, fluorescence intensity, uHTS | inhibition, % at 20 µM | 0.78% of 350,000 active | AID 504690, 2011 | PfGluPho enzyme, NADPH resazurin-diaphorase fluorescence;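 active means inhibition reaching at least a set limit at 20 µM in the primary screen, cut at about 59% in these data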;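 further: 0% = DMSO wells with substrate and 100% = DMSO wells lacking glucose-6-phosphate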
Numbers without * were called inactive; i = inactive; . = not tested or not shown.

SMILES | SENP7 inh | SENP6 inh | SENP8 inh | ATG4B inhibitor | PfG6PD inh | NR3A LBD binder | HKDC1 inhibitor | MPTP block
Cc1cc(C)cc(OCC(=O)NC(C)c2ccccc2)c1 (stereo not drawn) | 0 | -4 | 13 | -5 | 11 | -6 | -6 | 0.1
O=c1oc2ccccc2c2c1SC(C(F)(F)F)C2 (stereo not drawn) | 8 | 0 | i | -5 | 7 | 1 | -3 | 1.6
Cc1c(CCO)c(=O)oc2n[nH]c(-c3ccccc3)c12 | 1 | 10 | 14 | -8 | 13 | -1 | -13 | -0.7
O=C(c1n[nH]c(=O)c2ccccc12)N1CCN(c2ccccc2)CC1 | 6 | -18 | 34 | -10 | 3 | -1 | -4 | -1.3
Cc1sc2ncnc(N[C@@H](Cc3c[nH]c4ccccc34)C(=O)O)c2c1C | 10 | -9 | 0 | 7 | -15 | -6 | -3 | 1.1
COc1ccc(S(=O)(=O)N(C)c2ccc(C(=O)Nc3cccnc3)cc2)cc1 | 4 | 0 | 2 | 2 | 24 | 1 | 0 | -0.2
O=C(NCC1CCCO1)C1CCN(C2CCN(C(=O)Cc3ccsc3)CC2)CC1 (stereo not drawn) | 4 | 12 | -27 | 2 | 7 | -1 | -2 | -4.9
CCOCCCNC(=O)c1ccc(Cn2c(=O)[nH]c3ccsc3c2=O)cc1 | -6 | -13 | 16 | 0 | -2 | -1 | -4 | 2.1
O=C(NNC(=O)C12CC3CC(CC(Cl)(C3)C1)C2)c1csc(N2CCOCC2)n1 | -12 | -20 | 0 | 3 | 5 | 1 | -2 | -0.3
O=c1c2ccccc2c(C=Nc2cccc(S(=O)(=O)NCc3ccco3)c2)c(O)n1-c1ccc(Cl)cn1 | 7 | 9 | 4 | 5 | 3 | 5 | -4 | 1.6
CC1CCCCN1C(=O)c1ccc(CS(=O)(=O)Cc2ccccc2)cc1 (stereo not drawn) | 8 | -10 | 13 | -1 | 15 | 0 | -5 | 1.0
C/C(=N\NC(=O)C1(C)CC1(Br)Br)c1ccc(NC(=O)C2CCC2)cc1 (stereo not drawn) | 4 | -4 | 6 | 1 | -3 | -6 | -9 | -0.9
O=C(N/N=C1\CCc2ccccc21)c1ccncc1 | -5 | 8 | 30 | 26 | 7 | -1 | -13 | 1.3
CCCc1cc(=O)[nH]c(SCC(=O)N(CC)c2c(N)n(Cc3ccccc3)c(=O)[nH]c2=O)n1 | -9 | -8 | 22 | 7 | -13 | -2 | -6 | -0.9
O=C(COc1ccc(-n2cnnn2)cc1)NCCc1ccc(F)cc1 | -9 | -30 | 24 | -6 | 17 | -1 | -1 | 2.2

Other structures follow.
SMILES | SENP7 inh | SENP6 inh | SENP8 inh | ATG4B inhibitor | PfG6PD inh | NR3A LBD binder | HKDC1 inhibitor | MPTP block
Cc1ccc(NC(=O)C2C3CCCC2C3c2ccccc2)cc1 (stereo not drawn) | -3 | -2 | 12 | 2 | -6 | -1 | 2 | 1.2
NC(=O)CN1CCN(C(=O)Nc2ccccc2)CC1 | -9 | 5 | 8 | -1 | -29 | 2 | -3 | -2.7
O=C(c1sc(N2CCOCC2)nc1-c1ccccc1)N1CCCCC1 | -7 | -37 | 2 | 12 | 10 | 2 | -11 | -0.8
CC1=Nc2ccccc2N=C(N)C1c1ccccc1 (stereo not drawn) | 12 | 8 | 26 | 2 | 1 | -3 | 0 | 1.1
CCN1C(=O)[C@H]2[C@@H](c3ccc(OC)cc3)N3C(=O)CN(Cc4ccccc4)C(=O)[C@@]3(C)[C@H]2C1=O | 9 | -13 | 6 | 7 | 1 | -1 | 0 | 0.5
CCOC(=O)c1c(-c2ccccc2Cl)csc1NC(=O)c1cc(S(=O)(=O)N2CCOCC2)ccc1C | -7 | -8 | -69 | -1 | 19 | -2 | -8 | 0.6
Cc1ccc(-c2nc(=O)[nH]c3ccccc23)cc1 | 2 | -11 | -233 | 9 | 6 | -1 | 0 | 0.8
Cc1nc(SCc2cccc(C(=O)O)c2)nc2c1CCCC2 | -3 | -10 | 9 | 2 | -34 | -1 | -1 | -1.0
CCOc1ccc2ncc(C(=O)c3ccc(OC)cc3)c(N3CCN(CC)CC3)c2c1 | -4 | -3 | -2 | 5 | -14 | 2 | 6 | -0.3
COc1cc(NC(=O)c2ccc3c(c2)OCCO3)ccc1NC(=O)c1ccco1 | 0 | -10 | 9 | 1 | -3 | 5 | 13 | -1.2
CCOC(=O)N1CCN(C(=O)CCn2c(=S)[nH]c3ccccc3c2=O)CC1 | 3 | -2 | 16 | -4 | 5 | 2 | -2 | -0.1
COc1ccc(NC(=O)COC(=O)CN2C(=O)c3ccccc3C2=O)cc1 | -5 | 0 | 9 | 0 | 5 | 0 | -3 | -2.3
CC(Sc1nnc(-c2ccc(O)cc2)o1)C(=O)Nc1cccc2ccccc12 (stereo not drawn) | -4 | -6 | 7 | -13 | 15 | -3 | 14 | 5.6
CCOC(=O)c1c(N2C(=O)Nc3cc(Cl)c(Cl)cc3N2O)sc2c1CCCCC2 | 14 | 14 | -313 | 77* | -40 | -3 | 19 | 91*
O=C(NC(Cc1ccccc1)C(=O)O)/C(=C\c1ccco1)NC(=O)c1ccccc1Br (stereo not drawn) | 5 | 8 | 16 | 0 | -10 | 0 | -3 | 0.6

Some entries already given, reduced to HKDC1 inhibitor and PfG6PD inh.
SMILES | HKDC1 inhibitor | PfG6PD inh
O=C(NC(Cc1ccccc1)C(=O)O)/C(=C\c1ccco1)NC(=O)c1ccccc1Br (stereo not drawn) | -3 | -10
O=C(NNC(=O)C12CC3CC(CC(Cl)(C3)C1)C2)c1csc(N2CCOCC2)n1 | -2 | 5
CCOCCCNC(=O)c1ccc(Cn2c(=O)[nH]c3ccsc3c2=O)cc1 | -4 | -2

(more compounds)
SMILES | SENP7 inh | SENP6 inh | SENP8 inh | ATG4B inhibitor | PfG6PD inh | NR3A LBD binder | HKDC1 inhibitor | MPTP block
CCN(C(=O)COC(=O)/C=C/c1c(C)nn(-c2ccccc2)c1C)c1c(N)n(Cc2ccccc2)c(=O)[nH]c1=O | . | . | 0 | -9 | -4 | -3 | 3 | 1.0
O=C(N/N=C/c1ccco1)c1ccc(N2CCCC2=O)cc1 | -7 | 24 | -5 | -5 | 4 | -2 | -9 | 0.0
O=C(NCc1ccccc1)C1CCCN(c2nc3ccsc3c(=O)s2)C1 (stereo not drawn) | 0 | -21 | -234 | -8 | -1 | -1 | 0 | 1.3
COCCN(C(=O)C1CCC1)c1nnc(-c2cccnc2)s1 | 0 | -12 | -6 | -5 | 0 | 1 | 0 | 0.1
CN1C(N)=NC(=O)/C1=C/c1ccc(OC(F)(F)F)cc1 | 3 | -1 | -10 | -10 | 4 | -2 | -7 | -2.4
N#Cc1ccc(-c2nc3ccc(Br)cc3c(=O)n2O)cc1 | 8 | -2 | 14 | -8 | 7 | 0 | 6 | 0.9
O=C(Cn1nnc(-c2cccs2)n1)N1c2ccccc2Sc2ccc(C(F)(F)F)cc21 | 1 | 2 | 27 | 3 | 14 | 0 | -1 | 1.9
Nc1ccc(Oc2ccc(Cl)cc2)cc1 | 6 | -10 | 6 | 10 | 3 | -2 | -4 | 0.6
Brc1c(CSc2nncc3ccccc23)nc2ccccn12 | -9 | -3 | -88 | 7 | 18 | -7 | -3 | 0.7
Cc1cc(C)c(C)c(S(=O)(=O)N2CCN(C(=O)c3ccco3)CC2)c1C | -1 | -8 | 24 | 1 | -11 | 0 | -7 | 2.5
NS(=O)(=O)c1ccc(NC(=O)Cc2c(F)cccc2Cl)cc1 | 2 | -2 | 14 | 4 | -13 | 0 | -4 | -1.5
Cc1ccc(Cn2nc(C)c(NC(=O)c3cc(-c4ccc5c(c4)OCO5)on3)c2C)cc1 | 6 | 6 | . | 16 | -3 | -1 | -2 | .
Cc1ccc2nc(-c3sc4nc(C)ccc4c3N)[nH]c2c1 | 7 | 56* | -253 | -19 | 43 | 25* | -4 | 0.3
COC(=O)c1ccc(C2C(C(C)=O)=C(C)Nc3ncnn32)cc1 (stereo not drawn) | -3 | 8 | 20 | 2 | -11 | -1 | -2 | -1.2
CCOC(=O)c1cc(NC(=O)COc2ccc([N+](=O)[O-])cc2)cc(C(=O)OCC)c1 | -2 | -1 | 16 | 15 | 3 | -3 | -5 | 50*

Carrying on.
SMILES | SENP7 inh | SENP6 inh | SENP8 inh | ATG4B inhibitor | PfG6PD inh | NR3A LBD binder | HKDC1 inhibitor | MPTP block
CN1CCC(N(C)C(=O)CCc2nc3ccccc3n2-c2ccccc2)CC1 | 4 | 8 | 15 | -15 | 4 | 0 | -1 | 0.0
CC(=O)N(CCC1(C(C)C)CCOC(C)(C)C1)Cc1ccco1 (stereo not drawn) | -1 | 4 | 8 | 5 | 10 | 0 | -1 | 2.7
Cc1nc2sc(C(=O)Nc3ccccc3)c(N)c2c(C)c1[N+](=O)[O-] | -1 | -7 | 13 | -8 | 18 | 2 | -5 | 6.6
O=C(COC(=O)CCC(=O)c1ccc(F)cc1)NCCc1ccccc1 | 3 | -4 | 4 | -9 | 0 | -1 | -4 | -0.8
O=C(Nn1cnnc1)c1cc([N+](=O)[O-])cc([N+](=O)[O-])c1 | -6 | -14 | 22 | -2 | -6 | 1 | -6 | -1.6
COc1ccccc1-c1nc2n(n1)C(c1cccs1)C(C(=O)Nc1cccnc1)=C(C)N2 (stereo not drawn) | 6 | 7 | 2 | 4 | 1 | -1 | -3 | -0.5
O=S(=O)(c1ccc(NC(=S)N/N=C/c2ccc(Oc3ccccc3)cc2)cc1)N1CCOCC1 | 4 | -11 | -33 | -3 | -3 | -27 | -18 | 8.3
CC(=O)Nc1ccc(OCC(O)Cn2c(C)nc3ccccc32)cc1 (stereo not drawn) | 4 | -5 | 29 | 5 | -6 | -1 | -3 | -4.6
C[C@@H]1C[C@H](Nc2ccccc2)c2ccccc2N1C(=O)c1cccnc1 | -2 | 2 | 5 | 11 | -21 | -1 | 3 | 4.1
COc1ccc(-n2c(SCC(=O)NCc3cccs3)nc3[nH]ncc3c2=O)cc1 | 3 | 0 | 4 | -6 | -8 | -1 | -1 | -1.1
CC(C)c1ccc(NC(=O)Cn2ncc3ccccc32)cc1 | -3 | -23 | 12 | -7 | 3 | -1 | 3 | -0.5
CCN(Cc1cnn(C)c1)C(=O)c1cc(COc2ccc3c(c2)CCCC3)on1 | -4 | -4 | 2 | -9 | 9 | -1 | 6 | 0.7
O=C(COC(=O)C1=COCCO1)Nc1ccc2c(c1)OCO2 | -8 | -7 | 6 | 4 | -8 | -1 | -2 | -0.5
Cn1ncc(Cl)c(Oc2ccc(C(C)(C)C)cc2)c1=O | 1 | -20 | 5 | -5 | -4 | 6 | -5 | -0.3
COc1ccc2cc(C(=O)C3CCCN(C(=O)CSc4nnc(C)o4)C3)ccc2c1 (stereo not drawn) | 7 | -4 | -371 | 0 | -16 | 1 | 13 | 4.2
C=CC[C@@H]1Cc2c(Br)ccc(Br)c2[C@@H](CC=C)N1 | 3 | 7 | 1 | 1 | -19 | 1 | -7 | 0.5
CCc1cccc(OCC(=O)Nc2ccc(C)c(S(=O)(=O)N3CCCCCC3)c2)c1 | -9 | -17 | 9 | -5 | 8 | 9 | -2 | -0.3
Cc1c(NC(=O)C(C)OC(=O)c2cc(Cl)nc(Cl)c2)c(=O)n(-c2ccccc2)n1C (stereo not drawn) | 7 | 11 | 2 | 2 | 5 | 7 | -5 | 0.0
